High-throughput results: PubChem BioAssay, The Scripps Research Institute Molecular Screening Center
MITF primary: human MITF inhibition, primary screen; O75030; AlphaScreen MITF homodimerization, bead proximity signal; inhibition, % at 2.6 µM; hit rate 0.91% among 650,000; AID 1259374; in the data active = inhibition above about 50%;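 note: 0% = vehicle wells with protein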
FBW7 act: activators of human E3 ligase FBW7; AID 1259310; hit rate 0.13% among 650,000; normalized activity (activation), % at 26.1 µM; Q969H0; AlphaScreen FBW7–phospho-cyclin E peptide binding, activator screen; in the data active = normalized activity above about 1.9%;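 note: purified mutant Fbw7 with reduced substrate affinity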
Target sequence (Q969H0 whole entry, looked up): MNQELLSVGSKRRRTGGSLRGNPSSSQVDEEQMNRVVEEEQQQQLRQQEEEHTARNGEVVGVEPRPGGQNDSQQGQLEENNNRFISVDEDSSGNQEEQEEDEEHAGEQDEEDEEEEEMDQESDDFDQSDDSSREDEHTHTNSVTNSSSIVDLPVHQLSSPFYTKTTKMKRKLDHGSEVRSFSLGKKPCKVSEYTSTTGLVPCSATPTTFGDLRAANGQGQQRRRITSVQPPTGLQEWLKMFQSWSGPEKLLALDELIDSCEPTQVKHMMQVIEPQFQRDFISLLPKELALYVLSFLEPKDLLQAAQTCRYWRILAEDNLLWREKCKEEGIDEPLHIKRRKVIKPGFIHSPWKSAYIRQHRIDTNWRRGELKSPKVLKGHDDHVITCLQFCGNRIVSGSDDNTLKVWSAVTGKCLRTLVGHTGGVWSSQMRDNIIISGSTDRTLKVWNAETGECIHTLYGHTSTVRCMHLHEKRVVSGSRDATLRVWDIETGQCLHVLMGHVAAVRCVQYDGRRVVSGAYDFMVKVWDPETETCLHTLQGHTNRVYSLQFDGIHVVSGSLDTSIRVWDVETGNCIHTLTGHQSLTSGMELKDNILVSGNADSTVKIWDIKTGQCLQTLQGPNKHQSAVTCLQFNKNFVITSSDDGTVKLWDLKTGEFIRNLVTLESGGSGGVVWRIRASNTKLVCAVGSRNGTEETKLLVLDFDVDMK
TEAD-YAP block: TEAD-YAP interaction inhibition; inhibition, % at 9.12 µM; HEK-TIYL cells, TEAD-Gal4/YAP UAS-luciferase luminescence; hit rate 1.4% among 640,000; AID 1259422; in the data active = inhibition above about 32%;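 note: 0% = median of test compound wells and 100% = reference inhibitor wells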
GPR151 ag: human GPR151 activation; Q8TDV0; PathHunter beta-arrestin GPR151 cells, luminescence; activation, % at 11.2 µM; hit rate 1% among 650,000; in the data active = activation above about 4.9%;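 note: 0% = median of compound wells and 100% = cells with positive control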
Target sequence (Q8TDV0 whole entry, looked up): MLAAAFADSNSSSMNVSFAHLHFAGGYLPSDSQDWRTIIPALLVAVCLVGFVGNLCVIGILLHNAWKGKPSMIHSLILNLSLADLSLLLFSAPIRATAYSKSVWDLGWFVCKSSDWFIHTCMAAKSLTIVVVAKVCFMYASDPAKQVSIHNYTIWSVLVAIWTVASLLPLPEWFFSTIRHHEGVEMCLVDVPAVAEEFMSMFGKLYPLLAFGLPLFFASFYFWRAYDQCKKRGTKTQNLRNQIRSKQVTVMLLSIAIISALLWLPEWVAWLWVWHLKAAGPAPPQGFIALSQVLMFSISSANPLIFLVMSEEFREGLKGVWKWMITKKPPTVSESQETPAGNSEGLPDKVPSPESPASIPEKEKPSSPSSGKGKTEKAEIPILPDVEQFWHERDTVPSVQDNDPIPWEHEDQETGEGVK
Starred values were filed as active, the others as inactive; x = no result given. Rows are unselected; 3.4% or so of the library scored in one or more.

No.	compound	TEAD-YAP block	GPR151 ag	MITF primary	FBW7 act
1	Cc1ccc(NC(=O)/C(C#N)=C/c2c(Oc3ccc(F)cc3)nc3ccccn3c2=O)cc1	-4	-0.2	-4	-0.1
2	CCN(CC)S(=O)(=O)c1ccc(C(=O)NCCc2cc3ccc(C)cc3[nH]c2=O)cc1	-2	-0.7	-4	-0.1
3	CCS(=O)(=O)Nc1ccc(S(=O)(=O)Nc2ncccn2)cc1	4	0.2	-4	0.0
4	Cc1ccc(CC(=O)N(Cc2ccccn2)c2nc3ccccc3s2)cc1	-11	0.0	9	0.0
5	CCOC(=O)CN1C(=O)C(CC)Oc2ccc(Cl)cc21 (configuration not stated)	5	-1.1	2	0.0
6	NC(=O)CSc1nc2nccnc2c(=O)n1Cc1cccs1	-9	-0.6	-4	0.0
7	CCCc1cc(=O)[nH]c(SC)n1	-9	-0.7	16	1.1
8	CCC1CN(C(=O)Nc2ccccc2C(=O)OC)c2ccccc2S1 (configuration not stated)	3	-1.6	2	-0.1
9	Cc1ccc(Sc2cc(C(=O)NCCc3ccccc3Cl)c3ccccc3n2)cc1	1	-0.4	12	0.1
10	Cc1ccc(C)c(N2C(=O)CC(Cc3ccc(Cl)cc3)C2=O)c1 (configuration not stated)	-6	-0.1	-5	-0.2
11	Cc1cc(=O)[nH]c(N/N=C/C=C2\N(C)c3ccccc3C2(C)C)n1	6	5.0*	24	-0.8
12	COc1ccc(CC2(CCC(=O)N(Cc3ccccc3)CC3CC3)CCC(=O)N2)cc1 (configuration not stated)	14	-0.4	2	0.3
13	CN(C)/C=N/c1c(C#N)cnn1-c1ncnc2sc(-c3ccccc3)cc12	-11	0.3	-7	0.3
14	COc1ccc(CCS(=O)(=O)N(Cc2ccsc2)C2CC2)cc1	7	-0.6	2	0.6
15	COc1ccc(S(=O)(=O)NCc2ccc(Cl)cc2)cc1C	-4	1.9	8	0.1
16	CCN1C(=O)CC(CC(=O)N(C)Cc2ccc(-n3cccn3)cc2)(c2ccccc2C)C1=O (configuration not stated)	-7	3.0	47	-0.1
17	CCN(CC)S(=O)(=O)c1ccc(Cl)c(C(=O)Oc2cccc(NC(=O)c3ccc(OC)cc3)c2)c1	67*	-1.8	2	0.0
18	COc1cc(OC)cc(C(=O)Nc2ccc(S(=O)(=O)Nc3nccnc3OC)cc2)c1	-1	-0.1	-5	-0.1
19	COCCOC(=O)CSc1nc2cc(C)ccc2cc1C#N	-48	1.4	3	0.1
20	Cc1ccc(C)c(CN[C@H]2C[C@H]3C(=O)N[C@@H]([C@@H](C)O)C(=O)N3C2)c1	12	0.0	9	0.1
21	CC(CCCC(C)(C)O)NCc1c(C(=O)N2CCCC2)nc2sccn12 (configuration not stated)	4	-0.3	-5	0.1
22	CCCCCCOc1ccc(C(=O)O)cc1	0	-4.5	-27	-0.1
23	CSc1ncc2c(c1C#N)CCCC2	2	0.0	14	0.2
24	Cc1n[nH]c(C)c1CN(C)C(=O)CC1C(=O)NCCN1CC1CCCCC1 (configuration not stated)	2	-1.6	0	0.3
25	Cc1ccc2onc(CNC(=O)N3CCCC3)c2c1	-4	2.7	-2	-0.1
26	Cc1cc(C)cc(NC(=O)NCc2noc3ccccc23)c1	-8	0.9	7	-0.1
27	O=C(Nc1cc([N+](=O)[O-])cc2oc(-c3ccccc3)cc12)c1ccc2c(c1)OCO2	4	-1.3	-6	0.2
28	O=C(Cn1cnc2c(cnn2-c2ccc(Cl)cc2)c1=O)NCc1ccc2c(c1)OCO2	5	0.0	6	0.1
29	c1ccc(N2CCN(CCNc3ncnc4nc[nH]c34)CC2)cc1	5	1.5	13	0.0
30	O=C(NCc1ccco1)c1cc2ccccc2c(=O)o1	-30	0.7	0	0.0
31	Fc1ccc(C2C=C(c3ccc(Cl)s3)Nc3nc4ccccc4n32)cc1 (configuration not stated)	-97	3.5	-6	0.0
32	COc1ccc2ccccc2c1/C=C1\C(=O)NC(=O)N(Cc2ccccc2)C1=O	2	-0.2	-13	0.2
33	CCCNc1ccc2ncc(-c3ccc(CO)cc3)n2n1	17	-0.6	7	0.1
34	Cc1ccc2oc(C(=O)N3CCC4(CC3)NC(=O)c3ccccc3O4)cc(=O)c2c1	4	-0.9	-1	0.3
35	CCc1ccc2c(c1)cc(CN(C(=S)NCCCOC)C1CCCC1)c1nnnn12	4	2.9	2	0.8
36	O=C(/C=C(\O)c1ccccc1)C(=O)Nc1ccc(C(=O)O)cc1	-61	-0.9	4	0.1
37	CCOc1cc(C=O)cc(I)c1OCC(=O)N1CCOCC1	9	1.5	6	-0.1
38	CCC(CC)=NNc1ccc([N+](=O)[O-])cc1S(=O)(=O)Nc1ccc(OC)cc1	-20	1.4	25	-0.3
39	COC(=O)N/N=C/c1ccc(OCc2ccc(C(=O)OC)cc2)cc1	-14	-0.5	-3	0.0
40	COc1ccc(CCN2C(=S)N(c3ccc(F)cc3)C(=O)C2CC(=O)Nc2ccccc2)cc1OC (configuration not stated)	2	1.1	8	-0.2

Record cards (already shown).
O=C(Cn1cnc2c(cnn2-c2ccc(Cl)cc2)c1=O)NCc1ccc2c(c1)OCO2 is entered as TEAD-YAP block: 5; GPR151 ag: 0.0; MITF primary: 6; FBW7 act: 0.1
CCC(CC)=NNc1ccc([N+](=O)[O-])cc1S(=O)(=O)Nc1ccc(OC)cc1 is entered as TEAD-YAP block: -20; GPR151 ag: 1.4; MITF primary: 25; FBW7 act: -0.3
Cc1ccc2oc(C(=O)N3CCC4(CC3)NC(=O)c3ccccc3O4)cc(=O)c2c1 is entered as TEAD-YAP block: 4; GPR151 ag: -0.9; MITF primary: -1; FBW7 act: 0.3

(further entries)
No.	compound	TEAD-YAP block	GPR151 ag	MITF primary	FBW7 act
41	O=C1OC(c2ccc(Cl)cc2)=C/C1=C\c1ccc(Br)o1	9	0.1	13	-0.1
42	CCNC(=O)CSc1nc2ccc([N+](=O)[O-])cc2s1	5	-2.0	18	0.0
43	O=C(c1ccc(N2CCC(NCC3C4CC5CC(C4)CC3C5)CC2)cc1)N1CCOCC1 (configuration not stated)	6	-0.5	-6	-0.1
44	O=C1N(CN2CCN(Cc3ccccc3)CC2)c2ccccc2C12OCCCO2	1	0.5	-1	-0.1
45	CCOC(=O)C1(Cc2cccc(OC)c2)CCN(Cc2cnc(N(C)C)s2)CC1	-4	2.3	4	-0.2
46	CCCC(CCC)C(=O)NCCN1CCCCC1	11	-1.4	8	0.0
47	O=C(Nc1nnc(-c2cccnc2)s1)C1CCC1	-4	1.3	4	0.2
48	O=c1oc(-c2ccc([N+](=O)[O-])cc2Cl)nc2cc(Cl)ccc12	-1	-0.8	4	0.1
49	O=[N+]([O-])c1ccc(S(=O)(=O)NCCc2cccc(Cl)c2)cc1	1	-0.7	0	-0.1
50	CCOc1ccccc1C1NC(C(=O)O)CS1 (configuration not stated)	5	-1.1	2	-0.1
51	O=C(Nc1ccc(Br)cc1)c1ccc(CSc2ccc(Cl)cc2)cc1	8	0.2	10	0.1
52	COc1ccc(C2NC(=O)NC(C)=C2C(=O)Nc2ccc(Cl)cc2)cc1OC (configuration not stated)	2	-0.5	5	-0.1
53	O=C(Nc1ccc2sccc2c1)c1ccc(S(=O)(=O)N2CCc3ccccc3C2)cc1	0	0.7	6	0.1
54	C[C@H](O)[C@H]1NC(=O)[C@@H]2C[C@H](NC(=O)Nc3ccc(Cl)cc3Cl)CN2C1=O	0	-0.5	2	0.0
55	O=C(O)c1nn2c(C(F)(F)F)cc(-c3ccc(Br)cc3)nc2c1Cl	-5	-1.0	-6	0.0
56	CCNS(=O)(=O)c1ccc(NC(=S)Nc2ccc(F)c(Cl)c2)cc1	-1	0.7	-4	0.0
57	CCC(C)CNC(=O)CCC1(Cc2ccc3ccccc3c2)CCC(=O)N1 (configuration not stated)	-1	-1.0	7	-0.1
58	CNC(=O)c1cc2c(=O)n3cc(C)ccc3nc2n(C(C)C)c1=N	1	0.3	15	0.2
59	Cc1nnc2c(N3CCc4ccccc4C3)nc3ccccc3n12	7	-0.4	-8	0.0
60	O=C1N[C@@H](Cc2c[nH]c3ccccc23)C(=O)N2C[C@@H](NCc3cccc(Cl)c3)C[C@@H]12	10	-2.4	4	-0.3

An excerpt of these results, with each value named.
[54] C[C@H](O)[C@H]1NC(=O)[C@@H]2C[C@H](NC(=O)Nc3ccc(Cl)cc3Cl)CN2C1=O
  TEAD-YAP block: 0; GPR151 ag: -0.5; MITF primary: 2; FBW7 act: 0.0
[55] O=C(O)c1nn2c(C(F)(F)F)cc(-c3ccc(Br)cc3)nc2c1Cl
  TEAD-YAP block: -5; GPR151 ag: -1.0; MITF primary: -6; FBW7 act: 0.0
[56] CCNS(=O)(=O)c1ccc(NC(=S)Nc2ccc(F)c(Cl)c2)cc1
  TEAD-YAP block: -1; GPR151 ag: 0.7; MITF primary: -4; FBW7 act: 0.0

Next compounds follow:
No.	compound	TEAD-YAP block	GPR151 ag	MITF primary	FBW7 act
61	CC(C)CCCC(C)C1CCC2C3CC=C4CC(SC(=O)c5ccccc5)CCC4(C)C3CCC12C (configuration not stated)	-3	-1.1	-16	0.1
62	C=CCOC(=O)C1=C(C)OC(N)=C(C#N)C1c1ccccc1F (configuration not stated)	4	-0.9	17	0.9
63	CN1C(=O)c2ccc(NC(=O)c3ccccc3I)cc2C1=O	8	-0.9	20	0.3
64	CCCS(=O)(=O)N1CCCC(C(=O)NCCCN2CCCC(C)C2)C1 (configuration not stated)	-3	1.1	-6	0.0
65	CNC(=S)Nc1ccccc1-c1ccccc1	-2	-0.5	-9	-0.2
66	COCCCN1C(=O)CCC1CCNCc1ccc2ccccc2c1 (configuration not stated)	-5	0.0	-15	0.1
67	CC(C)CNC(=O)C(=O)NNC(=O)COc1ccc(Cl)cc1	9	-1.1	12	0.2
68	O=C(CSc1nnc2sc3ccccc3n12)c1cccc2ccccc12	-16	1.5	-6	0.1
69	O=C1C2C3CC(C(Br)C3Br)C2C(=O)N1CC1CCCO1 (configuration not stated)	-5	2.0	7	0.1
70	CCCCNC(=O)C1C2C(=O)N(Cc3ccccc3)CC23C=CC1(C)O3 (configuration not stated)	-4	-0.6	10	0.2
71	CCOC(=O)c1c(C)n(-c2ccccc2)c2ccc(OC(=O)c3cccc(F)c3)cc12	1	1.8	6	-0.1
72	COc1ccc(/C=C/C(=O)Nc2ccc(Cl)cn2)cc1	-18	-0.3	7	-0.2
73	Cc1nn(C(=O)Cn2cc([N+](=O)[O-])cn2)c(C)c1I	4	3.3	-5	0.0
74	COCC(=O)NC(c1ccc(OC)cc1)c1nccn1C (configuration not stated)	-2	-0.9	17	0.1
75	Cc1ccc(NC(=O)c2cc3ccc(O)cc3oc2=N)cc1	26	-1.7	8	0.1
76	CC(OC(=O)c1ccc([N+](=O)[O-])o1)C(=O)Nc1ccc(S(N)(=O)=O)cc1 (configuration not stated)	7	0.8	-17	0.0
77	C/C(CCc1ccccc1)=N/NC(=O)c1ccc([N+](=O)[O-])cc1	-1	-1.5	18	-0.1
78	CCCCc1ncc(CN2CCC(CC3CC3)(C(=O)OCC)CC2)[nH]1	-2	-1.7	13	0.0
79	CCOC(=O)c1cc(N2C(=O)C3C4C=CC(C5CC45)C3C2=O)ccc1Cl (configuration not stated)	4	-0.4	9	0.3
80	Cc1nc2nc(SCc3ccc(Cl)cc3)nn2c(C)c1Cc1ccccc1Cl	5	-0.5	7	0.0
81	CCC(C)c1ccccc1NC(=O)Cn1[nH]c(=O)c2ccccc2c1=O (configuration not stated)	5	-0.1	-5	0.1
82	Cc1ccccc1N=C1C(=O)Nc2ccc(Br)cc21	0	0.5	-6	-0.1
83	O=C(Nc1ccccc1O)c1cc(Cl)ccc1Cl	-13	0.0	-5	-0.1
84	CC(C)[C@@H](OCc1ccccc1)[C@H](C)/C=N/O[C@H](C)c1cn([C@@H]2COC[C@H]2O)nn1	x	1.2	17	0.1
85	O=c1c2cc(Cl)ccc2[nH]c(=S)n1C1CCCCCC1	0	0.3	1	0.0
86	COc1ccc(C2C(C(C)=O)=C(O)C(=O)N2c2cccnc2)c(OC)c1 (configuration not stated)	4	-0.4	21	-0.1
87	COc1ccc(C2(CNC(=O)Nc3c(F)cccc3F)CCCC2)cc1	13	1.2	4	0.1
88	CCC1=Nc2cc(C(=O)NCCOC)ccc2Sc2ccccc21	57*	1.7	5	0.0
89	COc1ccc(C2=NN(C(=O)CSc3nnc(CNC(=O)c4ccco4)n3C)C(c3ccc(F)cc3)C2)cc1 (configuration not stated)	-5	-1.3	-5	-0.1
90	COCCNC(=O)C(=O)Nc1cc(C)ccc1OC	2	-0.9	-12	0.1
91	COc1cc(/C=N/N2C(=O)C3C4C=CC(C5CC45)C3C2=O)c([N+](=O)[O-])cc1OC (configuration not stated)	-1	3.5	10	0.0
92	Brc1cccc(CNc2nccc(Nc3ccncn3)n2)c1	-11	-0.4	10	-0.1
93	O=[N+]([O-])c1ccc(-c2ccncc2)cc1	10	1.4	9	0.0
94	O=C1NC(=S)S/C1=C\c1ccc(Cl)cc1	-5	-1.0	11	-0.1
95	O=C(Nc1ccccc1)c1cnc(NS(=O)(=O)c2ccccc2)nc1	3	-1.2	10	-0.2
96	CCC(C(=O)NCCCOC)n1c2ccccc2c2cn[nH]c(=O)c21 (configuration not stated)	6	-1.3	16	0.1
97	COc1cccc(C(=O)OCc2csc(-c3ccccc3)n2)c1OC	-14	-0.8	-6	0.3
98	O=C(Nc1ccc([N+](=O)[O-])cc1Cl)C1CCCO1 (configuration not stated)	5	2.5	6	-0.3
99	COc1ccc(S(=O)(=O)ON2C(=O)c3ccccc3C2=O)cc1	-7	1.0	3	0.0
100	O=C(N/N=C/c1cccnc1)c1ccccc1Cl	-22	-0.6	16	0.1
101	Cc1ccc(C(=O)NNC(=O)c2ccc(Br)cc2)cc1	-10	0.0	-8	0.1
